MBNL1-CUG inh: MBNL1-poly(CUG) RNA binding inhibition | Q9NR56 | TR-FRET MBNL1-His/biotin-(CUG)12 binding, 665/545 ratio | Potency, µM (highest dose often 57.5 µM), for the others: at the highest dose activity change, negative = inhibition, actives largely listed as inhibitors | actives 0.036% (n = 280,000) | AID 2675; active means well fitted inhibition curve with a large enough effect in the signal ratio, with a control signal flat, not every such curve was filed as active; inconclusive means small, poorly fitted or top-dose-only effect, or effect the other way, or a change in a side signal; inactive means no such curve, though single readings can be large or run the other way; the % refers to the signal ratio; further: on the % scale 0 is the no-effect control and ±100 the full control effect
Target sequence (Q9NR56 whole entry, looked up): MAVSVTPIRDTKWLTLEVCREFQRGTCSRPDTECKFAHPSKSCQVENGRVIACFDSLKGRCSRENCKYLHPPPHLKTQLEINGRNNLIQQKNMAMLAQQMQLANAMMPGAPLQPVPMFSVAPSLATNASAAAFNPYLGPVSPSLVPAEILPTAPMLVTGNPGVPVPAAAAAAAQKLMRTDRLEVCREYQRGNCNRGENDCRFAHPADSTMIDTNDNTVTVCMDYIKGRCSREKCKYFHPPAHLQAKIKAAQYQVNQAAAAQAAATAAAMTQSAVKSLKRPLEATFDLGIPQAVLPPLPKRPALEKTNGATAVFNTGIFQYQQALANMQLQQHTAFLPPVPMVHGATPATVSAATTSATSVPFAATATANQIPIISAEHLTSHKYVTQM
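TR-FRET readout: Ex 340 nm, 665/545 nm emission ratio, normalized to buffer-only (basal) and MBNL1-(CUG)12 controls. Complex of MBNL1-His with Biotin-(CUG)12, compounds 92 nM–58 uM, incubated 60 min at room temperature.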
Rab9 prom act: activates the Rab9 promoter; Huh7 Rab9 promoter-luciferase reporter, luminescence, 24 h; Potency, µM (highest dose often 9.22 µM), for the others: at the highest dose activation, negative = inhibition, usual class: activators; actives 2.8% (n = 320,000); AID 485297; further: % of control where 0% means no effect; nearly all actives have a fitted effect of over 60% in size
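Measured in stably transfected Huh7 cells bearing a Rab9 promoter–luciferase construct: 24 h compound treatment at 37 °C, followed by luminescence detection.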
CXXC DNA block: MLL CXXC-DNA interaction inhibition | Q03164 | MLL-CXXC / FITC-HOXA9 DNA fluorescence polarization | Potency, µM (highest dose often 115 µM), inactives show top-dose activity change, negative = inhibition, actives largely listed as inhibitors | actives 0.037% (n = 290,000) | AID 2662; active means well fitted inhibition curve with a large enough effect in the polarisation, with a control signal flat, not every such curve was filed as active; inconclusive means small, poorly fitted or top-dose-only effect, or effect the other way, or a change in a side signal; inactive means no such curve, though single readings can be large or run the other way; the % refers to the polarisation
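Purified MLL-CXXC (added from a 7 uM solution) was preincubated 5 min at ambient with pinned compounds in 50 mM Tris-HCl pH 7.5, 50 mM NaCl, 1 mM DTT, 0.05% BSA. Fluorescein-labeled HOX-A9 DNA (50 nM solution) followed, 30 min, then polarization read.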
BRCA1 expr up: increases BRCA1 expression; MCF7-BRCA1-FFLuc reporter, luminescence, 48 h; response scale: scaled: vehicle 0%, 10 µM genistein 100%; Potency, µM (titrated, usually from 46.1 µM), inactives show at the top dose activation, hits mostly activators; actives 1.1% (n = 380,000); AID 624202; further: nearly all actives have a fitted effect of over 80% in size; some results filed as inactive show a strong effect at the top dose
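Compounds are tested at multiple concentrations on MCF7 BRCA1-luciferase reporter cells seeded at 2000 per well; after 48 h, a single luminescence end-point is taken and curves fitted to the normalized data.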
p53 reactivator: re-activators of mutant p53; H1299 p53-A138V BP100-luciferase reporter, luminescence, 24 h; actives 0.063% (n = 320,000); Potency, µM (top dose mostly 92.2 µM), without a hit: top-dose activity change, positive = activation, hits mostly activators; further: % of control where 0% means no effect; nearly all actives have a fitted effect of over 45% in size
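H1299 (p53-null), stable ts p53-A138V + BP100-Luc; 1000 cells/well, Opti-MEM/10% FBS; cpd 4 pt, 1:5; 24 h, 37 deg C, 5% CO2; detection reagent 10 min RT; luminescence.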
RORgamma inh: inhibitors of mouse ROR gamma transcriptional activity. Potency, µM (doses to about 53.6 µM), without a hit: at the highest dose activity change, negative = inhibition, actives largely listed as inhibitors. P51450. AID 2551. Drosophila S2 Gal4-RORgamma UAS-luciferase reporter, 20 h. actives 5.4% (n = 310,000); further: on the % scale 0 is the no-effect control and ±100 the full control effect; nearly all actives have a fitted effect of over 60% in size
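Drosophila S2 cells stably expressing Gal4-DBD/mouse RORγ fusion under metallothionein promoter plus UAS-luciferase; compound 1 h, then 700 uM CuSO4 induction for 20 h at ambient temperature; inhibition read as reduced luminescence.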
FLuc counter: inhibits or activates purified firefly luciferase, miR-21 counter-screen | purified FLuc, Km substrates, luminescence inhibition | AID 588342 | actives 6.9% (n = 360,000) | P08659 | Potency, µM (doses to about 57.5 µM), for the others: at the top dose activity change, negative = inhibition, actives largely listed as inhibitors;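 further: plate controls were vehicle for no effect and reference inhibitor for full effect; nearly all actives have a fitted effect of over 55% in size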
Target sequence (P08659 whole entry, looked up): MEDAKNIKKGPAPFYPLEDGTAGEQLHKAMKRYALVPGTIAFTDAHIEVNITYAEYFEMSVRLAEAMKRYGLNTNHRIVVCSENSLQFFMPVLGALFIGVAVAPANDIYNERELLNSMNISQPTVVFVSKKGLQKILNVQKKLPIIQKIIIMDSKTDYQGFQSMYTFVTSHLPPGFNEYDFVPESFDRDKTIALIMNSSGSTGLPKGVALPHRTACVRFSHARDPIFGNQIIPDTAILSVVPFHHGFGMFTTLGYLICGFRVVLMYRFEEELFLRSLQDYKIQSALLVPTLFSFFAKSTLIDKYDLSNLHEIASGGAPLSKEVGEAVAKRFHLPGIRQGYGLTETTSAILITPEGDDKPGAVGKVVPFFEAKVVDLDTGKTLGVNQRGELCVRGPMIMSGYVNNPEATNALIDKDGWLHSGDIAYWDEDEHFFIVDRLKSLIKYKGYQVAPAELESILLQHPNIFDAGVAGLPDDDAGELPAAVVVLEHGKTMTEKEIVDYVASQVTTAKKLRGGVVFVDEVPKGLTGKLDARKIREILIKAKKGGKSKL
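Purified P. pyralis luciferase, 10 nM final, with Km-level 10 uM D-luciferin and 10 uM ATP in 50 mM Tris acetate pH 7.5, 10 mM Mg acetate, 0.01% Tween-20, 0.05% BSA; 6-point qHTS titration about 60 µM downward; luminescence read.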
ELG1 genotoxic: induces genotoxicity in HEK293T cells with luciferase-tagged ELG1. HEK293T ELG1-luciferase reporter, luminescence, 16 h. Potency, µM (doses to about 46 µM), inactives show at the top dose activity change, positive = activation, actives largely listed as activators. actives 1.3% (n = 330,000). AID 504466; further: % of control where 0% means no effect; nearly all actives have a fitted effect of over 60% in size
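ELG1-luciferase HEK293T cells, 2,000/well; compound pinned in; 16 hr, 37 °C, 5% CO2; ONE-Glo, 30 min RT; luminescence on CCD imager.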
uPA generation: blocks generation of uPA at the cell surface; Potency, µM (top dose mostly 38.3 µM), for the others: at the top dose activity change, negative = inhibition, actives largely listed as inhibitors; cell surface uPA generation assay, qHTS; actives 0.31% (n = 330,000); AID 540303; active means well fitted inhibition curve with a large enough effect; inconclusive means small, poorly fitted or top-dose-only effect; inactive means no such curve, though single readings can be large or run the other way; tested in mouse RAW 264.7 cells; further: on the % scale 0 is the no-effect control and ±100 the full control effect; nearly all actives have a fitted effect of over 55% in size
Gal4-VP16 FLuc: inhibits Gal4-VP16 luciferase reporter, ROR gamma counter-screen. Drosophila S2 Gal4-VP16 UAS-luciferase, luminescence, 20 h. AID 2546. Potency, µM (series often up to 53.6 µM), for inactives: at the top dose activity, negative = inhibition, usual class: inhibitors. actives 3.5% (n = 310,000);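 further: Gal4-VP16 expression switched on by copper sulfate through the metallothionein promoter; on the % scale 0 is the no-effect control and ±100 the full control effect; nearly all actives have a fitted effect of over 50% in size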
NPC1 prom act: NPC1 promoter activation; actives 2.4% (n = 320,000); AID 485313; Huh7 NPC1 promoter luciferase reporter, 24 h; Potency, µM (top dose mostly 9.22 µM), for inactives: at the top dose activation, most hits filed as activators;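 further: % of control where 0% means no effect; nearly all actives have a fitted effect of over 60% in size; reporter is driven by a mutant NPC1 promoter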
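NPC1 promoter–luciferase Huh7 cells; 24 h compound; luminescence.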
The depositor's hits bear a star; ? = inconclusive; . = no result given; [ ] = remark or other dose. Unless noted, the call rests on the fitted dose curve; in most records, active means well fitted curve in the direction sought with a large enough effect; inconclusive means small, poorly fitted or top-dose-only effect, or another doubt; inactive means no such curve, though single readings can be large; an effect the other way counts as inactive or inconclusive. Potency means the concentration at half of the fitted maximal effect.

Each structure is followed by: MBNL1-CUG inh	Rab9 prom act	CXXC DNA block	BRCA1 expr up	p53 reactivator	RORgamma inh	FLuc counter	ELG1 genotoxic	uPA generation	Gal4-VP16 FLuc	NPC1 prom act
> CC1CCN(C(=O)CSc2nc3ncccc3[nH]2)CC1
  1%	27%	-1%	23%	16%	22%	-10%	14%	8%	-2%	14%
> O=C(CSCc1cccc(Cl)c1)NCc1ccc2c(c1)OCO2
  -20%	-1%	-1%	-4%	0%	4%	0%	1%	4%	-3%	1%
> CC(C)(C)n1nnnc1C(c1ccccn1)N1CCN(C(c2ccccc2)c2ccccc2)CC1 (configuration not stated)
  -5%	10%	-3%	1%	-1%	-21%	3%	1%	1%	15%	-7%
> Cc1ccc(Oc2ccc(C=O)cn2)cc1
  -9%	-7%	5%	39%	4%	29%	-1%	-7%	-4%	12%	0%
> O=C(Nc1ccccc1C(=O)Nc1nnc(C(F)(F)F)s1)c1ccccc1Cl
  -2%	-26%	6%	-86%	5%	?	?	-18%	-7%	16µM*	-26%
> COc1ccc(-c2noc(-c3cccc(OC)c3OC)n2)cc1OC
  14%	2.2µM*	-12%	4µM*	?	17%	2.4µM*	3.3µM*	?	-7%	?
> CCc1nc2oc3cc(OC)ccc3c(=O)c2c(=O)n1Cc1ccco1
  1%	5%	-10%	-26%	2%	29%	-1%	-1%	-1%	-23%	-2%
> Cc1noc(C)c1CSCC(=O)Nc1cc(S(C)(=O)=O)ccc1Cl
  .	-4%	.	-4%	1%	.	3%	0%	3%	.	-2%
> Cc1cccc(OCc2nnc(SCc3cc(=O)[nH]c4ccccc34)n2-c2ccccc2)c1
  -11%	-2%	-4%	-32%	-23%	?	5%	-2%	-2%	-6%	1%
> O=C(NNC(=O)c1ccccc1F)c1cccc(-n2cccc2)c1
  .	?	.	?	7%	.	?	?	2%	.	?
> Cc1cc(C)c(NC(=O)c2ccc(CN3CCc4ccccc4C3)cc2)c(C)c1
  2%	-4%	18%	-47%	12%	20%	0%	-6%	-14%	3%	-2%
> Nc1nc(SCc2ccc(Cl)c(Cl)c2)n[nH]1
  14%	-3%	-3%	39%	23%	44%	?	?	3%	-1%	3%
> COc1ccccc1C(=O)C1Nc2ccccc2-c2nnc(SC)nc2O1 (configuration not stated)
  ?	-2%	-3%	-4%	-4%	42%	2%	1%	1%	-3%	0%
> CS(=O)(=O)N1CCN(c2ccc(NC(=O)CSc3ccc(Cl)cc3)cc2)CC1
  -11%	-3%	28%	-1%	-3%	-2%	3%	0%	-1%	3%	10%
> COc1cccc(C(C(=O)NCC2CCCO2)N(CC2CCCO2)C(=O)CN2C(=O)c3ccccc3S2(=O)=O)c1 (configuration not stated)
  5%	-13%	-8%	-10%	-4%	5%	-2%	1%	-2%	-11%	2%
> CCn1cc(C(=O)NCCc2ccc(Cl)cc2)c(=O)c2cc(S(=O)(=O)N(C)C)ccc21
  9%	-1%	9%	0%	-2%	?	1%	-3%	6%	0%	-3%
> COc1ccc(C(=O)NCc2cccnc2)cc1
  -4%	-23%	4%	1%	9%	-26%	0%	0%	.	-5%	-1%
> CC(C)c1ccc(C(C)NCCS(=O)(=O)c2ccc(Br)cc2)cc1 (configuration not stated)
  -3%	-1%	0%	4%	17%	-10%	1%	-5%	-7%	3%	1%
> Cc1cccc(CS(=O)(=O)Cc2ccc(C(=O)NC3CCCCC3)o2)c1
  -3%	-1%	0%	2%	-5%	6%	0%	0%[9.26 µM]	11%	3%	-2%
> CSc1ccccc1NC(=O)COC(=O)c1ccccc1O
  3%	1%	-3%	-19%	0%	-2%	-2%	2%	-3%	3%	-7%
> Cc1cccc(NC(=S)NC2CC3C=CC2C3)c1 (configuration not stated)
  1%	4%	-5%	13%	5%	5µM*	?	1%	7%	11µM*	-5%
> CC(=O)c1sc(NC(=O)C2CC(=O)N(Cc3ccco3)C2)nc1-c1ccccc1 (configuration not stated)
  .	-1%	.	-6%	-11%	.	2%	-2%	-8%	.	10%
> O=C(Nc1cccc(-n2cccn2)c1)C1CCCN(Cc2cccc(F)c2F)C1 (configuration not stated)
  -4%	9%	-4%	-19%	-9%	13%	-1%	-13%	-1%	1%	2%
> COc1ccc2nc(-c3ccccc3)nc(SCC(=O)NCC3CCCO3)c2c1 (configuration not stated)
  60%[activator]	-1%	0%	-16%	-2%	2%	-20%	-7%	6%	-2%	2%
> CC1C(c2ccccc2)N(C)CCC12NC(=O)NC2=O (configuration not stated)
  -1%	-2%	-7%	11%	11%	-3%	1%	0%	.	-10%	-2%
> COc1ccccc1CNC(=O)Nc1cccs1
  -3%	4%	7%	5%	0%	-8%	?	13%	8%	?	11%
> CC(C)=CCCC1(C)C=Cc2c(ccc3c2[nH]c2cc(O)c(C)cc23)O1 (configuration not stated)
  -3%	-4%	-13%	-74%	-11%	?	?	2%	?	?	5%
> COC(=O)c1ccc(NC(=O)CCN2CCN(Cc3ccccc3)CC2)cc1
  -7%	-9%	4%	-3%	-10%	-35%	2%	0%	-5%	3%	-4%
> O=C(COC(=O)CCc1ccccc1)Nc1ccc(F)cc1Cl
  -1%	3%	7%	-29%	-1%	-41%	-3%	1%	2%	-1%	1%
> COCCN(C(=O)c1snc(C(N)=O)c1N)C(C(=O)NC1CCCCC1)c1ccc(F)cc1 (configuration not stated)
  -2%	5%	-8%	-28%	1%	0%	-2%	2%	0%	0%	1%
> Cc1ccc(C)c(N2CCN(C(=O)c3ccccc3Br)CC2)c1
  -7%	0%	-1%	-29%	0%	-15%	-1%	2%	4%	-1%	-2%
> COc1ccc(OCC(=O)N/N=C(\C)c2ccc(OC)cc2)cc1
  -2%	1%	-7%	26%	-4%	38%	24µM*	1%	-4%	-3%	-2%
> O=C(CSc1ccccc1)Nc1nc2ccccc2[nH]1
  -1%	?	-3%	34%	?	13µM*	?	?	-17%	?	?
> CC1=CC(=C2C(=O)c3ccccc3C2=O)C=C(C)O1
  ?	?	14%	68%	6%	?	?	20%	-1%	2%	?
> Cc1ccc(S(=O)(=O)NC(CC(=O)O)c2ccc(F)cc2)cc1 (configuration not stated)
  -21%	3%	-12%	4%	-8%	-4%	-1%	-1%	-1%	-9%	5%
> COc1cc(OC)cc(C(=O)NCC2CCCN(C(=O)c3csc(C(C)C)n3)C2)c1 (configuration not stated)
  -6%	-1%	2%	-1%	4%	21%	-4%	3%	10%	8%	1%
> COc1cc(OC)c(Nc2cc(C)nc3nc(C)nn23)cc1Cl
  -10%	1%	7%	-29%	0%	-1%	0%	?	13%	-2%	-1%
> O=C(NCc1ccco1)C(c1ccccc1)N(C(=O)Cc1cccs1)c1ccccc1F (configuration not stated)
  -4%	-1%	-6%	-43%	-2%	0%	-1%	-5%	8%	-25%	-2%
> CCCc1nnc(NC(=O)CCC(=O)NCc2ccc(OC)cc2)s1
  -1%	2%	-9%	-17%	2%	8%	2%	1%	1%	-5%	-3%
> COc1ccc(NC(=O)Nc2cnccn2)c(OC)c1
  4%	-1%	8%	56%	4%	22%	?	?	7%	6%	10%
> Cc1ccc(S(=O)(=O)NCC2CCC(C(=O)N3CCOCC3)CC2)cc1 (configuration not stated)
  -7%	5%	10%	9%	1%	1%	-1%	3%	7%	-1%	4%
> COc1ccc2c(=O)c3c(=O)n(Cc4ccco4)c(C4CCCCC4)nc3oc2c1
  9%	-6%	-6%	.	-3%	-15%	-2%	0%	.	-10%	-5%

Two entries picked at random from the list so far:
Each structure is followed by: MBNL1-CUG inh	Rab9 prom act	CXXC DNA block	BRCA1 expr up	p53 reactivator	RORgamma inh	FLuc counter	ELG1 genotoxic	uPA generation	Gal4-VP16 FLuc	NPC1 prom act
> CCCc1nnc(NC(=O)CCC(=O)NCc2ccc(OC)cc2)s1
  -1%	2%	-9%	-17%	2%	8%	2%	1%	1%	-5%	-3%
> COc1ccc(OCC(=O)N/N=C(\C)c2ccc(OC)cc2)cc1
  -2%	1%	-7%	26%	-4%	38%	24µM*	1%	-4%	-3%	-2%

Assay outcomes (PubChem)

These rows are one share of the data, so the mix of outcomes need not match the whole.
